bovine MsrA act – bovine methionine sulfoxide reductase A activation; 360,000 tested, 0.3% active; purified bovine MsrA, absorbance read-out; activation, % at 10.6 µM; in the data active means activation above about 7.5%;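 further: 0% = vehicle and 100% = reference activator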
E coli Lon inh – inhibitors of E. coli Lon protease; P0A9M0; purified E. coli Lon protease, fluorescence polarization; inhibition, % at 7.94 µM; 360,000 tested, 0.42% active; AID 602123; in the data active means inhibition above about 13%, passing the limit was not always enough;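 further: 0% = enzyme with probe and DMSO and 100% = no enzyme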
CendR NRP1 mod – alters CendR peptide binding to human NRP-1. O14786. FAM-RPARPAR peptide binding to NRP-1, fluorescence polarization. inhibition, % at 25 µM. 360,000 tested, 0.85% active. AID 602438;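 active means inhibition or corrected inhibition above about 18%, plus a signal ratio from 0.5 to 1.5, limit read from the data, passing the limit was not always enough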; further: strong numbers were not always called active
Target sequence (O14786 whole entry, looked up): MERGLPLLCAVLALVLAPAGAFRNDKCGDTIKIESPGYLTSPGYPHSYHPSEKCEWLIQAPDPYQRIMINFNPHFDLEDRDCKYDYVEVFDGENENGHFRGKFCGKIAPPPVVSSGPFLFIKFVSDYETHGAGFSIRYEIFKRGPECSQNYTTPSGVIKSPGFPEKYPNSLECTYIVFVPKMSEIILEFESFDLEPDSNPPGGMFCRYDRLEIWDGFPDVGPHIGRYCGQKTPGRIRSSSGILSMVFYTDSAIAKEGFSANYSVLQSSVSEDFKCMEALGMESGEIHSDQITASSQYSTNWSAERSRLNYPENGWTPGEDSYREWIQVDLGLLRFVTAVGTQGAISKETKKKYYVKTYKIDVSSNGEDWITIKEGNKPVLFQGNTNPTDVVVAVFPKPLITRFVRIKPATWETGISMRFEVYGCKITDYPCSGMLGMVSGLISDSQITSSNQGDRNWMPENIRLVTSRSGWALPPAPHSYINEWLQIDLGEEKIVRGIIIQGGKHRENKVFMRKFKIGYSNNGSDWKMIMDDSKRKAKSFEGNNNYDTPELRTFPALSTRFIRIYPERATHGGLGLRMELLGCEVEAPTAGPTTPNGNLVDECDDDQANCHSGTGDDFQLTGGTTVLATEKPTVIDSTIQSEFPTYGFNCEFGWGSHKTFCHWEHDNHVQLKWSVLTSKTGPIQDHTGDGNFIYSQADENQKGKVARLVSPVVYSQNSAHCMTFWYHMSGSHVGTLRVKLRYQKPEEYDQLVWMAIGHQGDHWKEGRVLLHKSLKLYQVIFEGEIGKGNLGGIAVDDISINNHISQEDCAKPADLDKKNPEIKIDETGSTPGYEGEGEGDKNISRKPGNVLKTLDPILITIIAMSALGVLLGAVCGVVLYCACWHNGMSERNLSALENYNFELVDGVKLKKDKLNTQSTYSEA
SKN-1 inh – C. elegans SKN-1 inhibition; C. elegans VP596 Pgst-4::GFP/RFP ratio, acrylamide-induced, 24 h; inhibition, % at 21.8 µM; 360,000 tested, 0.49% active; AID 624304;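 active means interference check ratio from 0.5 to 1.5 plus GFP to RFP signal ratio inhibition reaching or exceeding a fixed threshold, cut at about 30% in these data, passing the limit was not always enough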; further: some compounds called inactive have numbers as strong as hits
MT1-MMP act inh – blocks activation of human MT1-MMP; AID 651647; HT1080 RFP-PRO-GFP cells, GFP/RFP ratio fluorescence, overnight; percent of plate control window, DMSO zero; GFP/RFP ratio change, % at 20 µM; 360,000 tested, 0.061% active;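 active means GFP/RFP ratio change of at least 30% with cell ATP level not reduced by more than half and red fluorescence within 50% of control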; further: strong numbers were not always called active
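Assay system – RFP-PRO-GFP reporter HT1080 cells · Compound dosing – single dose of 20 µM compound, 1% DMSO final · Incubation – overnight compound exposure at 37 °C · Measure – GFP/RFP fluorescence ratio · Benchmarks – DMSO wells and RFP-L50D-GFP cells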
MsrA inh – inhibitors of bovine MsrA. purified bovine MsrA, absorbance read-out. 360,000 tested, 0.75% active. inhibition, % at 15.5 µM. AID 651718; in the data active means inhibition above about 4.5%;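 further: 0% = vehicle wells with enzyme and 100% = reference inhibitor wells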
MLLE-PAM2 inh – inhibitors of microRNA-mediated deadenylation, human PABP1 MLLE binding. inhibition, % at 20 µM. GST-MLLE / FITC-PAM2 fluorescence polarization. 360,000 tested, 0.36% active; in the data active means inhibition above about 35%, passing the limit was not always enough;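 further: plate controls were DMSO wells with GST-MLLE for no effect and wells lacking GST-MLLE protein for full effect; some results filed as inactive read as strong as hits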
FAS TE block – blocks the thioesterase domain of human fatty acid synthase; P49327; recombinant FAS-TE, OMFH fluorogenic substrate, fluorescence endpoint; inhibition, % at 15 µM; 360,000 tested, 0.67% active;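 active means compounds whose normalised, plate-corrected inhibition of enzyme fluorescence in the single-dose primary screen is 50% or more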;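 further: 0% = DMSO with enzyme and 100% = substrate without enzyme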
TbMetRS inhib – Trypanosoma brucei MetRS inhibition | purified T. brucei MetRS, ATP depletion, Kinase-Glo luminescence | inhibition, % at 11.9 µM | 360,000 tested, 0.4% active | AID 624268;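 active means inhibition above a per-plate cutoff of the control wells' mean inhibition plus 3 SD, cut at about 5.5% in these data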;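 further: 0% = DMSO wells median and 100% = median of wells with control inhibitor compound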
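Material: parasite MetRS enzyme / Replication: singlicate, one well per compound / Signal: luminescence of leftover ATP / Schedule: 2 h aminoacylation at 25 °C after 15 min preincubation / Medium: HEPES-MgCl2-KCl buffer plus DTT, spermine, BSA, pyrophosphatase / Doses: 11.9 µM single point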
Starred values were filed as active, the others as inactive; . = not tested or not shown; & = joins results of further samples.

SMILES	bovine MsrA act	E coli Lon inh	CendR NRP1 mod	SKN-1 inh	MT1-MMP act inh	MsrA inh	MLLE-PAM2 inh	FAS TE block	TbMetRS inhib
CCOC(=O)C1CCN(C(=O)Cn2cccc2C(=O)c2ccccc2)CC1	-3	-20	3	-4	1	3.2	1	-7	-0.9
CS(=O)(=O)N(CCc1ccccc1)CC(=O)N1CCN(Cc2ccc3c(c2)OCO3)CC1	-4	-2	9	2	2	-0.5	-4	-4	-0.8
CCCCn1cnc2c(sc3nc4c(cc32)CSC(C)(C)C4)c1=O	-5	3	0	-1	8	0.9	7	8	0.1
CN1CCC(N(C)C(=O)c2ccccc2Nc2ccc(SC(F)F)cc2)CC1	-6	0	10	3	-11	-0.4	5	-3	-0.5
Cc1ccsc1/C=N/Nc1ccc(C(=O)O)cc1	-5	-2	-2	-5	-4	3.8	12	0	-0.6
c1ccc(CNc2nc3ccccc3n3cnnc23)cc1	-2	-38	-6	-8	3	1.5	-1	-6	0.2
O=S(=O)(Nc1ccccc1Br)c1cccs1	-2	8	1	-11	-4	0.3	1	-5	0.0
O=C(Cc1ccc(Br)cc1)c1ccc(O)cc1O	-2	7	7	0	3	1.9	1	5	1.4
Cc1cc(OC(=O)c2ccc(S(=O)(=O)N(C)C)cc2)c([N+](=O)[O-])c(=O)[nH]1	-1	-6	-6	0	11	2.0	11	-13	1.9
CC1(c2ccccc2)NC(=O)N(CC(=O)Nc2ccc(N3CCOCC3)cc2)C1=O (centres undefined)	-12	8	8	5	10	0.9	-4	-7	-0.5
CCOCCn1c(N(C)Cc2ccccc2)nc2c1c(=O)[nH]c(=O)n2C	-9	1	-2	-18	3	1.8	-16	-11	-0.8
CCOc1ccc(C2C(C(=O)Nc3ccccc3)=C(C)N=c3s/c(=C/c4cccc(OCC(=O)O)c4)c(=O)n32)cc1 (centres undefined)	-2	-1	-28	2	-2	4.0	-99	4	0.0
COc1cccc(NC(=O)C(=O)NCCCn2ccnc2)c1	-4	-3	0	7	-2	0.3	-12	-8	-1.0
COc1ccc(C2CCCN2C(=S)Nc2cccc(Cl)c2C)cc1OC (centres undefined)	-8	-2	0	3	6	-0.6	-107	4	-0.2
COC(=O)c1ccccc1C(=O)N1CCCC(CNC(=O)c2ccc(F)cc2)C1 (centres undefined)	1	5	0	-9	3	-0.3	-4	-3	-0.6
CNC(=O)c1cc(NC(=O)CCn2nc(-c3ccc(C)cc3)c3ccccc3c2=O)ccc1OC	-1	2	0	-2	4	-0.6	-4	1	-0.6
CCOc1ccc(-n2nnnc2SCC(=O)Nc2ccc(NC(C)=O)cc2)cc1	-1	-8	-6	14	1	-1.2	20	5	-0.8
CCCC(=O)Nc1ccc(-c2csc(N/N=C\c3ccncc3)n2)cc1	-13	1	6	-8	18	1.0	27	3	-0.5
Cc1ccccc1NC(=O)Cc1nc(COC(=O)Cc2cccc(C(F)(F)F)c2)cs1	5	2	-11	3	-1	-0.8	-5	22	-0.1
CN(C)S(=O)(=O)c1ccc(C(=O)NCCS(=O)(=O)N2CCN(c3ccc(F)cc3)CC2)cc1	-6	-3	2	-14	7	0.0	-2	-8	-0.7
FC(F)(F)c1cc(-c2ccco2)nc(N2CCN(Cc3ccccc3)CC2)n1	-1	0	6	-3	-5	0.9	-11	17	0.3
Cc1ccc2nc3ccc(N4CCCC4)nn3c(=O)c2c1	-7	8	-19	4	-18	2.3	11	-8	-1.0
Cc1ccc(CONC(=O)c2ccccc2Cl)cc1	-5	-3	8	8	-2	-0.8	9	-4	-0.7
COc1ccc2c(c1)OC(O)(C(F)(F)C(F)F)CC2=O (centres undefined)	-7	-6	2	-6	-2	1.1	5	-5	-0.2
COc1ccc(CCNC(=O)C(C)SCC(=O)Nc2ccc(F)cc2)cc1 (centres undefined)	-1	4	-9	1	3	-0.2	4	-4	-0.1
(continued)
SMILES	bovine MsrA act	E coli Lon inh	CendR NRP1 mod	SKN-1 inh	MT1-MMP act inh	MsrA inh	MLLE-PAM2 inh	FAS TE block	TbMetRS inhib
CCOC(=O)CSc1c(-c2cccs2)[nH]c2ccccc12	-1	3	25*	1	1	1.6	27	21	-0.2
Cc1cccc(OCC(=O)Nc2ccncc2)c1C	-5	11	9	-10	6	0.6	-3	-2	-0.7
N#C/C(=N\Nc1cccc(F)c1)C(=O)C1CC1	-1	2	1	2	-1	1.0	-6	-1	0.9
CCOCCCNS(=O)(=O)c1ccc(NC(=O)CN2C(=O)c3ccccc3C2=O)cc1	-3	-2	-1	6	5	-0.5	17	1	-0.8
COC1CCCN(Cc2c(C(=O)N3CCc4ccccc4C3)nc3ccc(Cl)cn23)C1 (centres undefined)	-3	-7	10	-3	-3	-0.8	3	-5	-0.6
Cc1cc([N+](=O)[O-])nn1CCCC(=O)O	-4	-2	-2	-9	2	0.9	2	-2	-0.1
COc1ccc(-c2cc(=O)oc3c(C)c(OC(=O)c4cccs4)ccc23)cc1	0	-1	-6	2	-20	-0.4	-3	0	0.3
Nc1nonc1-c1nc2ccccc2n1CC(=O)Nc1ccccc1	-3	-8	-8	-1	-3	-0.1	-6	0	0.6
O=C(Nc1ccccc1[N+](=O)[O-])c1cccnc1Cl	-4	2	7	3	-1	-0.3	7	-5	0.1
Cc1ccc(S(=O)(=O)N(C)C)cc1NC(=O)[C@H](Cc1ccccc1)N1C(=O)c2ccccc2C1=O	-2	12	7	3	3	0.1	-15	53*	-0.4
O=C(/C=C/c1cccs1)NNC(=O)c1ccccc1	-3	-14	12	14	0	3.0	1	-5	-0.3
CC(C)CC(=O)NC(=S)N1CCCCCC1	0	-5	2	2	2	1.0	10	-3	-1.0
O=C(OCC(=O)N1CCCC1)c1c(Cl)ccc(Cl)c1Cl	-11	10	1	9	2	-1.5	-9	-1	-1.2
COC(=O)c1cccc(Nc2nc3ccccc3nc2C)c1	4	-2	-11	-4	-1	2.1	2	0	-0.1
C(=C\c1sc(Nc2ccccc2)n[n+]1-c1ccccc1)/c1ccccc1	-1	10	-13	6	-2	-0.3	6	-63	-0.2
C=CCn1c(SCc2cc([N+](=O)[O-])cc3c2OCOC3)nc2cc(C(=O)O)ccc2c1=O	-7	4	-2	12	-8	-0.7	0	83*	-1.1
COc1ccccc1C(=O)NCC(=O)NCC1(N2CCCCC2)CCCCC1	0	0	7	1	3	-0.3	7	-3	-0.2
CSc1ccc2c(c1)C(N1CCN(C)CC1)Cc1ccccc1S2 (centres undefined)	0&-1	0&6	-8&23	11&-12	-5&-12	1.1&-0.4	-1&10	18&9	-0.4&0.3
Cc1cccc(NC(=S)N2CCC(C(N)=O)(N3CCCCC3)CC2)c1C	-8	2	-4	-5	1	-0.4	-41	-12	-0.7
CC(C)COC(=O)N1CCCCC1c1cc(C(=O)NC(C)C)no1 (centres undefined)	1	11	9	6	6	2.3	5	1	-0.5
CC1SC(=S)N(c2ccc(N(C)C)cc2)C1=O (centres undefined)	-1	-6	-8	9	3	-0.6	35	-2	-0.3
Cn1nnnc1SCC(=O)Nc1nc2c(s1)CCCC2	-3	-6	9	1	1	0.0	-12	-5	-0.1
CCOc1ccc(N=c2oc3cc(O)ccc3cc2C(=O)NCC2CCCO2)cc1 (centres undefined)	-2	-9	-4	-15	3	-0.3	-14	-4	-0.3
Cc1cc(C)n2nc(SCC(=O)N/N=C/c3ccccc3F)nc2n1	-2	-2	-7	-6	7	1.1	-2	0	-0.5
CC(C)Sc1nc2sc(-c3ccccc3)cc2c(=O)n1N	-3	-5	2	-5	-1	-0.5	-26	-13	-0.6
Other structures
SMILES	bovine MsrA act	E coli Lon inh	CendR NRP1 mod	SKN-1 inh	MT1-MMP act inh	MsrA inh	MLLE-PAM2 inh	FAS TE block	TbMetRS inhib
CN(C(=O)c1cccc(NC(=O)Cc2ccc(NC(=O)C3CCN(C(=O)CCc4ccccc4)CC3)cc2)c1)C1CCC1	4	6	10	3	-3	-1.4	-7	-5	-0.4
COc1ccc(CCNC(=O)c2ccc(S(=O)(=O)N3CCCCC3)cc2)cc1	0	-4	8	-10	4	0.0	17	4	-0.2
COc1ccc(C(=O)Nc2cccc(C(=O)NCc3ccco3)c2)cc1	-2	-2	-8	-1	1	0.9	-1	-2	-0.3
COc1nc(C)nc(NC(=O)NS(=O)(=O)c2ccc(C)cc2)n1	-5	-9	5	-8	-1	2.8	-16	-9	-1.3
COc1ccc(OCC(=O)Nc2c(C(=O)N3CCN(C)CC3)oc3ccccc23)cc1	-2	1	4	7	-2	0.3	9	-6	-0.3
COc1ccccc1C(=O)Nc1ccc2c(c1)CCCN2C(=O)c1ccccc1	-3	8	9	11	1	0.7	1	13	-3.6
O=C(NCC(c1ccco1)N1CCc2ccccc21)c1ccccc1 (centres undefined)	-2	2	9	2	-1	-0.5	1	6	-0.3
Cn1c(=O)cc(N)n(-c2ccccc2)c1=O	-1	9	-4	26	-1	-1.1	-1	-7	0.0
O=C(COC(=O)c1ccccc1)Nc1cccc(S(=O)(=O)N2CCCCC2)c1	-2	-5	0	1	5	1.0	0	8	-0.2
O=C(N/N=C\c1ccc(-c2cccc(Cl)c2)o1)C(=O)NC1CCCC1	-2	-1	-1	4	10	0.3	0	0	0.3
COc1ccc(CNC(=O)C2Cc3c(-c4ccc5c(c4)OCO5)ccnc3O2)cc1OC (centres undefined)	-1	4	8	9	-4	-0.1	-3	-4	0.1
CCCNC(=S)Nc1ccc(Nc2ccccc2)cc1	-9	-4	10	7	12	0.2	-27	-3	-0.7
CSc1nn(-c2ccc(C(=O)OCC(=O)NC(=O)NC(C)C)cc2)c(=S)s1	-8	15	-2	2	-3	-0.5	-27	-32	-0.3
COc1ccc2c(c1)OC[C@H]1[C@H]2N2C(=O)CN(Cc3ccc(Cl)cc3)C(=O)[C@@]2(C)[C@H]1c1ccccc1	0	-3	-20	7	3	-1.1	-8	75*	0.0
C/C(Cl)=C\Cn1c(N2CCCC2)nc2c1c(=O)n(C)c(=O)n2C	-5	1	2	-4	2	-0.2	-16	-7	-1.2
Cc1cc2ccccc2nc1SCC(=O)Nc1nc(-c2ccccc2)cs1	-12	2	4	-1	-3	-1.0	9	8	-1.1
CCn1c(=O)cc(SCC(=O)NCc2ccc3c(c2)OCO3)c2ccccc21	-5	-9	-20	-11	5	0.1	5	42	0.9
O=[N+]([O-])c1ccc(N=NNc2ccccc2)cc1	-6	3	2	13	6	.	-9	16	-0.5
CCN(CC)Cc1c(O)ccc2c(=O)c(Oc3ccccc3OC)coc12	-2	6	15	4	-2	0.1	5	-2	-0.5
Cc1nn(CC(=O)NNC(=O)c2ccc(Br)cc2)c(C)c1[N+](=O)[O-]	-2	-7	4	2	2	0.0	6	2	-0.3
CCC(C)Nc1cc(C)c(C#N)c2nc3ccccc3n12 (centres undefined)	-7	-2	-36	-13	-1	0.2	-40	-1	0.2
Cc1ccc(S(=O)(=O)N(C)c2ccc(OCC(=O)NCc3ccco3)cc2)cc1	-2	-3	-5	-23	-7	0.3	6	2	-0.8

Structures above containing bromine (3):
SMILES	bovine MsrA act	E coli Lon inh	CendR NRP1 mod	SKN-1 inh	MT1-MMP act inh	MsrA inh	MLLE-PAM2 inh	FAS TE block	TbMetRS inhib
O=S(=O)(Nc1ccccc1Br)c1cccs1	-2	8	1	-11	-4	0.3	1	-5	0.0
O=C(Cc1ccc(Br)cc1)c1ccc(O)cc1O	-2	7	7	0	3	1.9	1	5	1.4
Cc1nn(CC(=O)NNC(=O)c2ccc(Br)cc2)c(C)c1[N+](=O)[O-]	-2	-7	4	2	2	0.0	6	2	-0.3
